Bioassay records deposited in PubChem by several laboratories.
zfTRPN1 agonist: zebrafish TRPN1 (NompC) channel agonism. HEK293 zebrafish TRPN1-YFP, Fluo-8 calcium fluorescence; 100% = response to 87 µM carbachol. activation, % at 3 µM. actives 0.18% (n = 220,000). AID 1424;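 active means activation above its plate's cutoff, the mean activation of test wells on that plate plus 3 SD, cut at about 19% in these data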;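 further: 0% = DMSO alone and 100% = 87 µM carbachol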
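System: zebrafish TRPN1-YFP in HEK293 cells / Dosing: 3 µM single point / Timing: dye loading 1 h at 37 °C, then 30 min room temperature / Signal: Fluo-8 calcium fluorescence, excitation 470-495 nm, emission 515-575 nm / Read-out basis: percent activation from peak over basal fluorescence ratio, control-normalized / Control set: high carbachol 87 µM, low DMSO alone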
Wee1 stabilizer: blocks degradation of human Wee1 kinase; reporter increase, % at 5 µM; actives 1.2% (n = 220,000); HeLa Luc-Wee1K328M stability, luciferase luminescence; 100% = proteasome inhibitor MG132 effect; P30291;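 active means activation above the mean of all tested compounds plus 3 SD, set per screening run, cut at about 8.8% in these data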;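 further: cells exposed to compound for 20 h before luminescence read; 0% = DMSO alone and 100% = MG132 at 30 µM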
Target sequence (P30291 whole entry K328M): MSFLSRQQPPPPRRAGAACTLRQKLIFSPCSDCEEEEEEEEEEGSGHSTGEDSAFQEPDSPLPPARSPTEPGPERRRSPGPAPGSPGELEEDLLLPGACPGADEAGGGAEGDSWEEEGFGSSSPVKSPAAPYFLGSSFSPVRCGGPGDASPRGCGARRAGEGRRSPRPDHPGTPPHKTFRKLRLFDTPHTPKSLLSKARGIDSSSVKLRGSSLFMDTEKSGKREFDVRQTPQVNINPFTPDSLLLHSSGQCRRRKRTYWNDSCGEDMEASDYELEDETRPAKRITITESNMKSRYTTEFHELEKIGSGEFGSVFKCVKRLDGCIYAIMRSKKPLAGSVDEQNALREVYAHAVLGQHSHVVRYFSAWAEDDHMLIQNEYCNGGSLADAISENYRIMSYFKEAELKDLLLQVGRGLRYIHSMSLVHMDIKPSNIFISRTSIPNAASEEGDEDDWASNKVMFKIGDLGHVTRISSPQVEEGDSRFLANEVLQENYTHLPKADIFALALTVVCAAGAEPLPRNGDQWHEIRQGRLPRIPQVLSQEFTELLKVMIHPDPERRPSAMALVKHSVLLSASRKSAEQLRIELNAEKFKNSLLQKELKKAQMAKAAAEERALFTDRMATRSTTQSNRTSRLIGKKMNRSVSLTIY
PPC-1+TRAIL kill: compounds killing PPC-1 cancer cells with TRAIL present (potentiator screen, no TRAIL-free arm) | actives 0.41% (n = 220,000) | cell killing (% activity), % at 4 µM | PPC-1 cells + TRAIL, ATPLite viability luminescence;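 active means cell killing above 50% in the first pass at 4 µM, then a duplicate retest at 5 µM averaging 50% or more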;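 further: plate controls were cells with TRAIL plus DMSO for no effect and medium-only wells lacking cells for full effect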
TRPML3 ag: human mucolipin-3 channel agonism. Q8TDD5. AID 1448. HEK293 TRPML3-YFP, Fluo-8 calcium fluorescence; 100% = the carbachol control signal. actives 0.29% (n = 220,000). activation, % at 3 µM;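 active means activation above its plate's cutoff, the mean activation of the plate's test wells plus 3 SD, cut at about 12% in these data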;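 further: 0% = DMSO only wells and 100% = carbachol wells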
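Material: HEK293 cells stably carrying human TRPML3-YFP; compound dosing: single dose, 3 µM final nominal compound, 0.3% DMSO final; incubation: 1-h 37 °C dye load, 5-s basal, 120-s post-compound reads; technique: Fluo-8 intracellular calcium fluorescence, excitation 470-495 nm, emission 515-575 nm; read-out basis: percent activation from peak-to-basal fluorescence ratio, scaled between DMSO and carbachol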
BaF3 tox: reduces parental Ba/F3 cell viability, JAK2V617F counter-screen. CellTiter-Glo ATP luminescence. inhibition, % at 5.6 µM. actives 1.1% (n = 220,000);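 active means inhibition above a per-campaign cutoff, the mean inhibition of all tested compounds plus 3 SD, cut at about 27% in these data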;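 further: 0% = DMSO wells and 100% = JAK Inhibitor I control wells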
Ba/F3 V617F tox: lowers viability of Ba/F3 cells expressing EpoR and JAK2V617F. ATP luminescence. inhibition, % at 5.6 µM. actives 1.1% (n = 220,000);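 active means inhibition above the campaign mean plus 3 SD over all tested compounds, cut at about 24% in these data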;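 further: cytokine-independent growth of Ba/F3 cells driven by EpoR plus mutant JAK2; 0% = DMSO-treated cells and 100% = JAK inhibitor I control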
TNF necrop inh: TNF-alpha cell death inhibition in Jurkat FADD-/- cells. Jurkat FADD-/- TNF necroptosis rescue, ATP luminescence, 24 h; 0 = TNF only, 100 = no-TNF cells. activation (protection from cell death), % at 10 µM. actives 0.068% (n = 220,000);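 active means activation, meaning protection from cell death, of at least 50% relative to plate controls; inactive means activation below 50%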;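 further: necroptosis triggered by 40 ng/mL TNF-alpha added together with compound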
RBBP9 inhibitor: blocks human serine hydrolase RBBP9; recombinant RBBP9, FP-Rh probe fluorescence polarization; actives 0.2% (n = 220,000); inhibition, % at 7.94 µM; AID 1515;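 active means inhibition above the campaign mean of all tested compounds plus 3 SD, cut at about 14% in these data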;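 further: plate controls were DMSO wells with RBBP9 for no effect and wells lacking RBBP9 protein for full effect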
Target sequence (O75884 whole entry, looked up): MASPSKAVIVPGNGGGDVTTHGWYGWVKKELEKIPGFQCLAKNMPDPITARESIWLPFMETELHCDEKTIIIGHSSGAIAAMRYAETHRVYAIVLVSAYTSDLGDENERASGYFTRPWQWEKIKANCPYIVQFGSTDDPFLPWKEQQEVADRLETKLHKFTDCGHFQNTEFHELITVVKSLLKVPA
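Test system: recombinant human RBBP9; Timing: 30 min then 45 min, 25 °C; Detection: fluorescence polarization; Control set: RBBP9 with DMSO as uninhibited control, no-protein wells as full inhibition; Compound dosing: one concentration, 7.94 µM nominal, 0.794% DMSO; Probe or stimulus: FP-Rh activity-based probe, 375 nM before mixing.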
CHOP inh: blocks CHOP induction under ER stress; inhibition, % at 10 µM; actives 3.8% (n = 220,000); CHO-K1 CHOP-promoter luciferase, tunicamycin-induced, 15-18 h;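 active means compounds that reduced the stress-induced luciferase reporter signal by more than about 70% of percent inhibition, limit read from the data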;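 further: 0% = tunicamycin plus vehicle and 100% = wells without tunicamycin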
* hit, by the source's call; . = not tested or not shown.

SMILES | zfTRPN1 agonist | Wee1 stabilizer | PPC-1+TRAIL kill | TRPML3 ag | BaF3 tox | Ba/F3 V617F tox | TNF necrop inh | RBBP9 inhibitor | CHOP inh
COC(=O)c1ccc(NC(=O)c2ccccc2NS(C)(=O)=O)cc1 | 3.6 | -2 | 19 | 2.3 | 4 | -1 | -2.4 | -5 | 9
CCOCCCNC(=S)N1CCCN(c2nc3cc(C)ccc3cc2C#N)CC1 | -2.4 | 1 | 14 | -1.0 | 8 | -2 | -0.4 | -1 | 0
CCOc1ccccc1CN1CCN(Cc2ccc(C)o2)CC1CCO (configuration not stated) | 1.0 | 0 | -4 | 0.1 | 4 | 1 | 1.4 | -12 | -1
Cc1cc(NC(=O)Cc2c(F)cccc2Cl)no1 | -1.4 | -1 | 24 | 0.6 | 4 | -2 | 7.3 | 2 | 3
CCOc1ccc(S(=O)(=O)n2cc(-c3ccc(F)cc3)c(N)n2)cc1 | -2.0 | 1 | -11 | -1.4 | 6 | -2 | -0.9 | -1 | 95*
COc1ccc(Br)cc1CN(C)CC(=O)Nc1ccccc1Cl | -1.0 | -2 | -7 | 0.0 | 5 | -3 | -1.2 | -4 | 50
Cc1cc(-c2ccccc2)n2ncnc2n1 | -0.4 | 4 | 0 | 1.1 | 0 | -1 | -0.9 | -10 | 4
COc1cc2ccccc2cc1C(=O)OCC(=O)N1CCOCC1 | -0.4 | -1 | -14 | 0.5 | 8 | 0 | 0.3 | -7 | 69
O=C(Cn1cnc([N+](=O)[O-])n1)N/N=C/c1cc(Cl)ccc1O | 0.4 | -4 | 30 | -0.1 | 4 | 1 | -9.9 | 1 | 63
CSc1nc2c(ccc3ccccc32)o1 | 0.8 | 0 | 5 | 0.6 | 4 | 1 | -1.3 | -8 | 24
COc1ccc(-n2c(=O)cc(N3CCOCC3)[nH]c2=O)cc1 | -0.2 | 4 | 0 | 0.5 | 6 | 0 | -2.0 | -4 | -28
CCCc1cc(C(=O)Nc2ccn(Cc3ccc(C)cc3)n2)no1 | -2.4 | 5 | 11 | -0.2 | -4 | -1 | 4.6 | -4 | 24
CCOC(=O)c1c(NC(=O)c2cc(-c3ccc(O)cc3)on2)sc(C(C)=O)c1C | -0.8 | -2 | -4 | 0.7 | 1 | -5 | 3.6 | 5 | 35
CCCOc1ccc(N2CC(C(=O)Nc3ccccc3C(=O)NCc3ccco3)CC2=O)cc1 (configuration not stated) | 2.9 | 1 | 4 | -0.7 | 5 | 5 | 0.2 | -4 | 42
COC(=O)c1nc(NC(=O)C(C)C)n[nH]1 | 2.1 | 1 | 5 | 0.1 | 6 | 3 | -3.4 | -9 | -9
CCOC(=O)N1CCN(c2c(N3CCN(c4ccccn4)CC3)c(=O)c2=O)CC1 | -0.2 | -2 | 4 | -0.2 | 1 | -3 | 1.7 | -2 | -6
COc1ccccc1-c1c(C(F)(F)F)oc2cc(OC(=O)c3ccc([N+](=O)[O-])cc3)ccc2c1=O | -0.9 | -1 | 10 | 1.1 | 9 | 5 | 0.2 | -5 | 40
O=c1n(-c2ccc(Br)cc2)cnn1-c1ncccc1[N+](=O)[O-] | -0.5 | 9 | -6 | 0.4 | 6 | 3 | 0.1 | -14 | -9
Cc1cc(C)nc(N2CCC(C(=O)NC3CCCCCC3)CC2)n1 | -0.1 | -2 | . | 0.6 | 6 | -3 | 2.0 | -7 | .
Cc1cc2ncc(-c3ccc(Cl)cc3)cn2n1 | -1.2 | -4 | 24 | 0.5 | 2 | -1 | -0.7 | -12 | 9
O=C(/C=C\c1cn(-c2ccccc2)nc1-c1ccc2c(c1)OCCO2)N1CCOCC1 | 0.1 | -3 | 15 | -0.3 | 4 | 3 | 1.4 | -7 | 28
NC(=O)Nc1ccccc1C(=O)N1CCC(O)(c2ccc(Cl)cc2)CC1 | 0.2 | 2 | 4 | 0.7 | 5 | 4 | 1.0 | -4 | 38
CCOc1ccc(N=C2NC(=O)C(CC(=O)Nc3ccc(OC)cc3)S2)cc1 (configuration not stated) | 2.2 | 5 | -20 | 0.3 | 6 | -3 | -0.1 | -3 | 12
COc1ccc(-n2nc(C(=O)NCC(=O)Nc3cccc(NC(C)=O)c3)c3ccccc3c2=O)cc1 | 0.2 | 2 | 5 | 1.1 | -1 | -2 | -0.8 | -1 | 16
COc1ccc(N2CCN(c3ccc([N+](=O)[O-])nc3)CC2)cc1 | 0.9 | 2 | 28 | 0.8 | 4 | 0 | -0.1 | -4 | 11
(further entries)
SMILES | zfTRPN1 agonist | Wee1 stabilizer | PPC-1+TRAIL kill | TRPML3 ag | BaF3 tox | Ba/F3 V617F tox | TNF necrop inh | RBBP9 inhibitor | CHOP inh
c1ccc(NCc2nc3ccccc3n2CCOc2ccccc2)cc1 | -0.6 | -3 | -7 | -0.4 | 6 | -4 | 2.5 | -7 | 18
CCC(=O)Nc1ccc(/C(C)=N\NC(=O)c2ccc(C)s2)cc1 | -0.9 | 4 | 11 | 1.8 | 2 | -1 | 0.9 | -9 | 6
CCOC(=O)C1=C(CN2CCc3ccccc32)NC(=O)NC1c1ccc(Cl)cc1 (configuration not stated) | -0.2 | 0 | -13 | 0.3 | 3 | -4 | 0.3 | 8 | 85*
O=C(CN1C(=O)c2ccccc2C1=O)Nc1cccc2cccnc12 | 0.0 | -4 | 35 | -0.2 | -1 | -5 | 0.8 | -2 | 11
COc1ccc(/C=N/Nc2nc3ccccc3o2)cc1OC | 0.1 | 5 | 33 | 0.0 | 0 | -7 | 10 | 4 | -10
CC(C)=CCN1CCN(Cc2ccoc2)CC1CCO (configuration not stated) | 0.0 | 2 | -5 | -0.1 | 1 | 6 | 0.1 | 0 | 13
CC(CCc1ccccc1)NC(=O)COc1ccc(S(=O)(=O)N2CCOCC2)cc1[N+](=O)[O-] (configuration not stated) | 2.0 | 3 | 28 | 0.4 | 5 | -1 | 1.4 | -2 | 35
Cc1cc(C)nc(NC(=O)CSc2nc3cc(Cl)ccc3s2)n1 | -0.5 | -2 | 9 | 0.7 | 8 | 1 | -0.3 | -2 | 41
O=C(OCC#CCSc1nnc(-c2ccc(Br)cc2)o1)c1cccs1 | -0.4 | 2 | 19 | 0.2 | 1 | 0 | -1.9 | -11 | -2
COc1cc(C=O)ccc1OCCSc1ccc(C)cc1 | -1.5 | 0 | 28 | -1.1 | 2 | 0 | -4.9 | -10 | 67
COc1ccc(CCn2c(=O)c3cccnc3n(Cc3cccc([N+](=O)[O-])c3)c2=O)cc1OC | -0.1 | -1 | 25 | 0.7 | 1 | 1 | 0.0 | -10 | 33
Cc1cc(C2(c3ccc(O)c(C)c3)OC(=O)c3ccccc32)ccc1O | -0.2 | -3 | 18 | -0.4 | 1 | -2 | -1.4 | -14 | -5
CCOC(=O)c1ccc2nc(NC(C)=O)sc2c1 | 0.0 | 9.4* | 13 | 0.9 | 2 | -1 | 1.2 | -3 | -2
O=C(NCc1ccco1)c1nc2c(nnn2Cc2ccccc2Cl)c(=O)[nH]1 | -1.3 | -1 | 14 | -1.3 | -3 | -1 | -11 | -4 | -2
CC(C)CC(NC(=O)C(CC(C)C)NC(=O)OC(C)(C)C)C(=O)O (configuration not stated) | 0.8 | 2 | 32 | 1.0 | 1 | 3 | 0.5 | -3 | -11
C=CCn1c(SCC(=O)N2CCc3ccccc3C2)nc2sc(C)cc2c1=O | 0.7 | -3 | 12 | -0.8 | 5 | 2 | -8.1 | -8 | 39
COc1ccc(C(=O)NCc2nnc(SCC(=O)Nc3cccc(F)c3)o2)cc1 | -1.0 | 2 | 16 | 0.4 | 2 | 0 | 0.4 | 5 | 6
O=S(=O)(N/N=C\c1ccc(-c2ccccc2Cl)o1)c1ccccc1 | 0.9 | 0 | 23 | -0.5 | 0 | 0 | -4.1 | -7 | 2
CCN(CC)c1ccc(C(=O)N2CCN(Cc3ccccc3)CC2)cc1 | 0.3 | 0 | 20 | 0.1 | 6 | 2 | 0.8 | -1 | 13
COc1ccccc1N(C)S(=O)(=O)c1ccc(C(=O)OCC(=O)N2CCC2)cc1 | 0.9 | 0 | 12 | 3.7 | -1 | -2 | -1.0 | -1 | -9
Cc1ccc2[nH]c(=O)c(CN(CC3CCCO3)C(=S)Nc3ccccc3)cc2c1 (configuration not stated) | -0.2 | 0 | 2 | 0.6 | 6 | 1 | 1.9 | -4 | 19
Cc1cccc(Nc2c3c(nc4ccccc24)CCC3)c1 | 1.7 | 0 | 10 | -0.1 | 1 | 4 | -10 | -1 | 15
CCC1CCCCN1Cc1ccc(CNS(=O)(=O)c2ccc3c(c2)oc(=O)n3C)o1 (configuration not stated) | 3.0 | -1 | 11 | 1.1 | 6 | 4 | 1.3 | -9 | -1
COc1ccc(/C=C/C(=O)Oc2ccc(C)c(C)c2)cc1OC | -0.3 | 2 | 27 | 0.3 | -1 | -4 | 1.4 | 4 | -6
COC(=O)C[N+](C)(C)CC#Cc1ccccc1 | 1.7 | 6 | 18 | 0.5 | 8 | -1 | 0.6 | 5 | 1
(more compounds)
SMILES | zfTRPN1 agonist | Wee1 stabilizer | PPC-1+TRAIL kill | TRPML3 ag | BaF3 tox | Ba/F3 V617F tox | TNF necrop inh | RBBP9 inhibitor | CHOP inh
COC(=O)C(=Nc1ccccc1)/C(C(=O)C(=O)N(C)c1ccccc1)=C(\O)c1ccc(Cl)cc1 | 1.4 | -2 | -16 | 0.7 | 4 | -5 | -0.2 | 0 | 24
CCSc1nc(O)c(CC)c(=O)n1C(C)CC (configuration not stated) | 0.7 | -3 | 6 | -0.2 | 3 | 0 | -0.2 | -9 | 2
CCCC1Cc2nc(N3CCCCC3)c(C#N)cc2CO1 (configuration not stated) | -0.2 | -3 | 6 | 0.5 | 10 | 4 | 0.2 | 0 | 62
COCCCN1C(=O)C(=O)/C(=C(/O)c2ccc(OC)cc2)C1c1ccc(O)c(OC)c1 (configuration not stated) | -1.2 | 2 | 11 | 0.6 | 6 | 0 | -1.7 | -2 | -16
O=C(CCSc1nc(-c2ccco2)cc(C(F)(F)F)n1)NCc1cccs1 | -2.1 | 0 | 19 | -0.6 | 4 | 2 | 0.0 | -6 | 27
CCOc1ccc(C(=O)N2CCn3c2nc2ccccc23)cc1 | -1.2 | 0 | 3 | -0.7 | -2 | -2 | 0.2 | 8 | 7
O=C(C1CCCN(S(=O)(=O)c2cccc3nsnc23)C1)N1CCCCCC1 (configuration not stated) | 0.2 | 3 | 9 | 0.8 | -1 | -3 | 1.1 | -5 | 2

Wee1 stabilizer, what is marked active above.
molecule	Wee1 stabilizer	TRPML3 ag	RBBP9 inhibitor	CHOP inh
CCOC(=O)c1ccc2nc(NC(C)=O)sc2c1	9.4*	0.9	-3	-2
